Screens as filed in PubChem BioAssay.
AGP1 TOR yeast: yeast TOR pathway AGP1-GFP modulation; S. cerevisiae AGP1-GFP multiplex flow cytometry, 3 h; GFP as percent of DMSO wells; GFP response vs DMSO, % at 10 µM; 320,000 tested, 0.02% active; AID 2066;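 active means GFP response relative to DMSO above a set limit, near screen average plus 3 SD, cut at about 150% in these data; inconclusive means fewer than 70 cells counted for the yeast strain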;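 further: median GFP channel fluorescence of the gated AGP1 strain per well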
RPL19A TOR yeast: alters RPL19A-GFP fluorescence in TOR pathway yeast screen | 330,000 tested, 0.3% active | percent response vs DMSO, % at 10 µM | S. cerevisiae RPL19A-GFP strain, flow cytometry, 3 h; active compounds read low;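 active means percent response vs DMSO below 50%; inconclusive means fewer than 70 events counted for the yeast strain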;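 further: median channel GFP fluorescence of the barcoded RPL19A-GFP strain; ratio of sample median GFP to plate DMSO average so 100% = DMSO; lower means less RPL19A-GFP as with rapamycin TOR inhibition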
proCasp7 act: counter-screen: procaspase-7 (human) activation. P55210. recombinant procaspase-7, Ac-DEVD-pNA absorbance 405 nm; D23A/D198A/D206A triple mutant, cannot self-cleave; scale: DMSO 0, 5 µM enzyme 100. activation, % at 8.5 µM. 330,000 tested, 0.093% active. AID 463210;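 active means percent activation above the screen-wide mean plus 3 SD, cut at about 25% in these data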
Target sequence (P55210 whole entry D23A/D198A/D206A): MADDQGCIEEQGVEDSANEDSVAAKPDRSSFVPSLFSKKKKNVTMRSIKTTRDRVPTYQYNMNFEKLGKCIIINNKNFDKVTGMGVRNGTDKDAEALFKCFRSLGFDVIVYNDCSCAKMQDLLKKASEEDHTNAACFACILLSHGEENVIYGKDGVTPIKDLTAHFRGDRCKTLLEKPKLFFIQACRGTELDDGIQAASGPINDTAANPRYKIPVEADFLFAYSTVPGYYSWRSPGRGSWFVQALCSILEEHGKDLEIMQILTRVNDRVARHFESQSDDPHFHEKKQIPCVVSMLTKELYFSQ
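Assay system: Uncleavable procaspase-7 mutant enzyme | Input: 2 µM procaspase-7 mutant as dispensed | Timing: 1 h compound preincubation, 2 h substrate cleavage, 25 °C | Repeats: One well per compound | Control set: DMSO wells as 0%, DMSO with 5 µM added PC-7 as 100% | Technique: Epi-absorbance of released pNA at 405 nm, two timepoints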
MEP2-GFP yeast: yeast TOR pathway MEP2-GFP modulation; S. cerevisiae MEP2-GFP strain, flow cytometry GFP, 3 h; 100% = DMSO control level; GFP response vs DMSO, % at 10 µM; 330,000 tested, 0.51% active; AID 2016;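 active means GFP response versus DMSO above a set limit, roughly screen mean plus 3 SD, cut at about 180% in these data; inconclusive means fewer than 70 cells counted for a yeast strain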;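 further: median GFP fluorescence of the barcode-gated MEP2-GFP cells per well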
LAP4-GFP MLPCN: yeast TOR pathway LAP4-GFP modulation. S. cerevisiae LAP4-GFP multiplex, flow cytometry GFP, 3 h; median GFP as percent of DMSO wells. GFP response vs DMSO, % at 10 µM. 320,000 tested, 0.34% active. AID 2023;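 active means GFP response vs DMSO above a set limit, about the screen mean plus 3 SD, cut at about 150% in these data; inconclusive means under 70 cell events counted for the yeast strain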
proCasp3 act: procaspase-3 (human) activation | P42574 | recombinant procaspase-3 D3A, Ac-DEVD-pNA absorbance 405 nm | activation, % at 8.5 µM | 330,000 tested, 0.11% active | AID 463141;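 active means activation above the mean of all tested compounds plus 3 SD, cut at about 21% in these data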;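 further: 0% = DMSO alone and 100% = DMSO wells spiked with extra 5 µM PC-3 D3A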
Target sequence (P42574 whole entry D9A/D28A/D175A): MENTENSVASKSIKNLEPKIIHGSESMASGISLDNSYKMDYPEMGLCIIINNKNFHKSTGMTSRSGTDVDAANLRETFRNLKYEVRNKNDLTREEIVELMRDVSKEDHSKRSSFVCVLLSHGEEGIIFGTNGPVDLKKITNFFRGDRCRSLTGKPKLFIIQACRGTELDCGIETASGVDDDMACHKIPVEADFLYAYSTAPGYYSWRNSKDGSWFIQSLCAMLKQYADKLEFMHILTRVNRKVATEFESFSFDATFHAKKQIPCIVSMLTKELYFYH
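Assay system: Autoprocessing-dead procaspase-3 D3A mutant enzyme; also added: Ac-DEVD-pNA; doses: one concentration, 8.5 µM nominal, 0.8% DMSO; times: 1 h compound preincubation, 2 h substrate hydrolysis at 25 °C; technique: 405 nm absorbance of p-nitroaniline, reads at 0 and 120 min; measure: % activation between DMSO and enzyme-spiked controls; repeats: single replicate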
CIT2-GFP yeast: modulators of TOR pathway CIT2-GFP in S. cerevisiae; S. cerevisiae CIT2-GFP strain, flow cytometry, 3 h; 100 means same as DMSO wells; GFP response vs DMSO, % at 10 µM; 320,000 tested, 0.065% active;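 active means GFP response relative to DMSO above a set limit, near the screen mean plus 3 SD, cut at about 150% in these data; inconclusive means Fewer than 70 cells measured for a yeast strain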;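 further: ratio of well median GFP fluorescence to mean of DMSO wells on the plate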
AHR act: activators of human aryl hydrocarbon receptor; AHR-responsive luciferase reporter cells, luminescence; activation, % at 5 µM; 320,000 tested, 2.5% active; in the data active means activation above about 47%;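 further: 0% = vehicle wells and 100% = reference agonist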
* hit, by the source's call; ? = inconclusive; / = not tested or not shown; [ ] = remark or other dose.

SMILES	AGP1 TOR yeast	RPL19A TOR yeast	proCasp7 act	MEP2-GFP yeast	LAP4-GFP MLPCN	proCasp3 act	CIT2-GFP yeast	AHR act
O=C(Nc1nncs1)c1cc(S(=O)(=O)N2CCCCC2)ccc1Cl	106	107	-5	106	98	8	105	-3
CC(C)c1cc(C(=O)NCc2ccco2)no1	100	97	11	96	118	2	95	14
COc1ccc(S(=O)(=O)N2CCOC23CCN(S(=O)(=O)c2cc(C)ccc2OC)CC3)cc1	108	94	4	91	112	7	98	0
Cc1ccc(S(=O)(=O)N2CCCCC2)cc1C(=O)N(CCc1ccccc1)Cc1ccccc1	103	97	3	98	108	-13	101	-3
C1=CC2CC1CC2CN1CCN(c2ccccc2)CC1 (stereo not drawn)	107	105	-1	105	108	2	108	-2
CCCCC(=O)Nc1ccc(C(=O)Nc2cc(C(F)(F)F)ccc2Cl)cc1	94	101	2	106	99	-4	94	140*
Cn1c(CCN2CCN(c3ccccn3)CC2)nc2cc(NC(=O)COc3ccc([N+](=O)[O-])cc3)ccc21	108	108	7	113	96	2	111	3
Cc1[nH]c2ccc(-c3nnc(SCC(=O)NCc4ccco4)n3Cc3ccccc3)cc2c1C	98	94	6	96	90	2	96	-2
Cc1ccc(NC(=O)CSCC(=O)Nc2ccc(S(=O)(=O)N3CCCC3)cc2)cc1	104	94	3	90	103	-12	97	-2
CCOC(=O)c1cccc(NC(=O)c2ccc3c(c2)C(=O)N(CC2CCCO2)C3=O)c1 (stereo not drawn)	?	?	14	?	?	1	?	8
O=C(NC(=S)Nc1ccc(S(=O)(=O)N2CCCCC2)cc1)c1ccccc1	105	101	-16	97	98	-4	111	5
Cc1cc(NC(=O)c2ccc(NC(=O)c3cccs3)cc2)no1	100	95	-8	100	99	-1	96	20
CC1CCC2(CC1)NC(=O)N(CC(=O)N1CCN(c3ccccc3)CC1)C2=O (stereo not drawn)	101	108	-6	104	104	4	94	-2
CC1CCN(C(=O)COC(=O)/C=C/c2ccc(Br)o2)CC1	102	97	-16	102	103	-15	100	1
c1ccc(CC2CCN(c3nc4ccccc4n4nnnc34)CC2)cc1	98	96	-1	105	100	-12	100	17
CC(C)(C)c1ccc(S(=O)(=O)Nc2noc3ccccc23)cc1	86	98	-9	92	96	5	93	0
O=C(CN(CC1CCCO1)C(=O)CNS(=O)(=O)c1ccccc1)NCc1ccco1 (stereo not drawn)	102	101	5	97	110	4	92	0
CCOc1ccc(CN(C(=O)c2ccco2)C2CCS(=O)(=O)C2)cc1 (stereo not drawn)	115	108	-1	127	110	-4	104	0
COc1ccccc1-c1noc(CCCC(=O)NC2CCCCC2)n1	101	105	-3	102	97	-4	106	0
COc1cc(/C=N/Nc2ncc(C(F)(F)F)cc2Cl)cc(OC)c1O	98	105	-7	111	94	-5	107	13

Random excerpt: four compounds from above
SMILES	AGP1 TOR yeast	RPL19A TOR yeast	proCasp7 act	MEP2-GFP yeast	LAP4-GFP MLPCN	proCasp3 act	CIT2-GFP yeast	AHR act
CCOc1ccc(CN(C(=O)c2ccco2)C2CCS(=O)(=O)C2)cc1 (stereo not drawn)	115	108	-1	127	110	-4	104	0
CC(C)(C)c1ccc(S(=O)(=O)Nc2noc3ccccc23)cc1	86	98	-9	92	96	5	93	0
Cc1cc(NC(=O)c2ccc(NC(=O)c3cccs3)cc2)no1	100	95	-8	100	99	-1	96	20
c1ccc(CC2CCN(c3nc4ccccc4n4nnnc34)CC2)cc1	98	96	-1	105	100	-12	100	17

Returning to the listing; the 2 compounds before the break are reprinted first.
SMILES	AGP1 TOR yeast	RPL19A TOR yeast	proCasp7 act	MEP2-GFP yeast	LAP4-GFP MLPCN	proCasp3 act	CIT2-GFP yeast	AHR act
COc1ccccc1-c1noc(CCCC(=O)NC2CCCCC2)n1	101	105	-3	102	97	-4	106	0
COc1cc(/C=N/Nc2ncc(C(F)(F)F)cc2Cl)cc(OC)c1O	98	105	-7	111	94	-5	107	13
O=C(Nc1nnc(-c2ccccc2Cl)s1)c1ccccc1F	101	106	/	124	114	/	105	/
CN(Cc1cnn(C)c1)S(=O)(=O)c1cccc([N+](=O)[O-])c1	91	93	8	91	90	-12	86	3
Cc1nn(CC2CC2)c(=O)n1-c1ccccc1	109	96	2	101	97	6	114	1
Brc1cccc(CN2CCN(c3ncccn3)CC2)c1	104	104	/	104	96	/	101	/
O=C(O)c1ccccc1N1C(=O)C2C3CCC(C3)C2C1=O (stereo not drawn)	101	104	11	99	97	1	94	-1
O=C(N/N=C/c1ccc(Br)o1)c1cccnc1	99	101	3	101	102	3	94	15
O=[N+]([O-])c1ccc2c(c1)C(O)n1nc(-c3ccccc3)nc1S2 (stereo not drawn)	108	100	-1	102	107	1	103	7
O=C(NC1CCCc2ccccc21)c1ccc(F)cc1F (stereo not drawn)	100	101	0	103	97	-2	94	-2
CCCCC(CC)CNC(=O)CCS(=O)(=O)c1cccc2nonc12 (stereo not drawn)	106	100	4	112	98	4	107	-1
Cn1cnc(S(=O)(=O)NCc2ccc(Br)cc2)c1	100	100	-2	98	99	-7	111	4

Arranged by length of the SMILES (ascending): five of the compounds above.
SMILES	AGP1 TOR yeast	RPL19A TOR yeast	proCasp7 act	MEP2-GFP yeast	LAP4-GFP MLPCN	proCasp3 act	CIT2-GFP yeast	AHR act
O=C(N/N=C/c1ccc(Br)o1)c1cccnc1	99	101	3	101	102	3	94	15
O=C(NC1CCCc2ccccc21)c1ccc(F)cc1F (stereo not drawn)	100	101	0	103	97	-2	94	-2
Cn1cnc(S(=O)(=O)NCc2ccc(Br)cc2)c1	100	100	-2	98	99	-7	111	4
CCCCC(CC)CNC(=O)CCS(=O)(=O)c1cccc2nonc12 (stereo not drawn)	106	100	4	112	98	4	107	-1
O=[N+]([O-])c1ccc2c(c1)C(O)n1nc(-c3ccccc3)nc1S2 (stereo not drawn)	108	100	-1	102	107	1	103	7

Next records
SMILES	AGP1 TOR yeast	RPL19A TOR yeast	proCasp7 act	MEP2-GFP yeast	LAP4-GFP MLPCN	proCasp3 act	CIT2-GFP yeast	AHR act
Cc1cc(S(=O)(=O)NC2CCCCC2)ccc1OCC(=O)N1CCOCC1	95	98	9	102	100	3	95	2
O=C(NCc1cccnc1)c1cc(S(=O)(=O)N2CCCCC2)ccc1Cl	102	103	5	101	90	-2	/	2
CCCSc1ccc([C@@H]2[C@H]3C(=O)N(CC)C(=O)[C@H]3[C@]3(C(=O)OC)CCCN23)cc1OC	94	104	-8	95	108	4	111	4
O=C1CC(c2ccccc2)n2nc(NS(=O)(=O)c3ccccc3)nc2N1 (stereo not drawn)	98	95	-4	92	93	-3	96	-1
O=C1CCCCC1	104	101	7	99	115	9	86	0
CNC(=O)c1ccsc1NC(=O)CCS(=O)(=O)c1ccc(C)cc1	99	97	6	94	102	5	89	2
COC(=O)c1cc(=O)n(CCc2ccc(OC)cc2)c(=Nc2ccc(F)c(Cl)c2)s1	95	99	2	97	103	0	106	0
O=C(NCC(c1cccs1)N1CCOCC1)c1cc([N+](=O)[O-])ccc1Cl (stereo not drawn)	100	101	-3	100	93	15	96	17
COC(=O)c1[nH]c2ccc(C)cc2c1NC(=O)CCN1CCN(Cc2ccc3c(c2)OCO3)CC1	/	95	-7	99	93	1	90	8
Clc1ccc(-c2nn3c(-c4ccccc4)nnc3s2)cc1	93	103	8	91	101	2	/	-16
NC(N)=NCCCC(NC(=O)c1ccccc1)C(=O)Nc1ccc([N+](=O)[O-])cc1 (stereo not drawn)	87	98	0	97	104	6	82	0
Nc1cc(=O)[nH]c(SCC(=O)Nc2cc(Cl)cc(Cl)c2)n1	102	98	6	96	100	0	102	2
O=C(NC1CCCCC1)N1CCc2[nH]c3ccccc3c2C1	100	97	1	102	97	-8	104	20
O=C(CNC(=O)C(c1ccccc1)c1ccccc1)N/N=C\c1cccc(O)c1	99	102	5	100	102	7	91	8
CC(=O)Nc1ccc(NC(=S)NC(=O)c2ccc([N+](=O)[O-])c(C)c2)cc1	95	100	-1	104	97	1	96	2
CN1CCN(C(=S)NC(=O)c2ccc(C(C)(C)C)cc2)CC1	101	102	-6	102	98	-1	105	0
COc1ccc(OC)c(NC(=O)COC(=O)c2c(C)noc2C)c1	90	95	3	99	102	-5	86	-1
CCn1cc(Br)c(C(=O)Nc2ccc(Cl)cc2Cl)n1	101	100	-1	96	107	7	95	82*
O=C(O)CSc1nnc(CSc2nc3ccccc3s2)n1-c1ccccc1	19[may fluoresce violet]	81[may fluoresce violet]	-8	116[may fluoresce violet]	95[may fluoresce violet]	-5	?	5
O=C(NC1CCN(C(=O)Nc2cccc(Cl)c2)CC1)c1ccco1	94	93	1	98	91	-1	97	-1
CC[C@@]1(C(=O)OC)N[C@H](CN(C)S(=O)(=O)c2ccc(C(F)(F)F)cc2)[C@@H]2C(=O)N(C)C(=O)[C@@H]21	111	107	4	100	105	1	95	-1
CCCCc1nc2cc(C(=O)N3CCCCC3CC(=O)OCC)ccc2o1 (stereo not drawn)	86	106	0	103	78	8	99	3
O=C(NC12CC3CC(CC(C3)C1)C2)N1CCC(O)(c2ccc3c(c2)OCO3)CC1	94	93	4	97	93	-7	93	0
O=S(=O)(c1ccc(Cl)cc1)N1CCNCC1	101	98	5	94	97	0	98	0
CS(=O)(=O)c1ccc(Cl)c(NC(=O)CN2C(=O)C3CCCCC3C2=O)c1 (stereo not drawn)	111	104	5	104	109	4	114	0
COc1ccc(C(c2c(O)nc[nH]c2=O)c2c(O)nc[nH]c2=O)cc1	99	97	0	99	105	-1	91	1
O=[N+]([O-])c1cc(Br)c2nsnc2c1N1CCOCC1	100	110	-4	107	96	6	100	0
O/N=C/c1cccnc1Sc1ccccc1	/	94	4	96	100	-4	97	-1
Cc1oc(/N=C/c2ccc(F)cc2)c(C#N)c1C	103	102	/	106	102	/	103	/
O=C(O)c1cc(S(=O)(=O)NC2CCCc3ccccc32)ccc1O (stereo not drawn)	?	34*[may fluoresce violet]	-8	232*[may fluoresce violet]	55[may fluoresce violet]	-4	?	-1
